a7 integrin act – qHTS for Activators of Integrin-Mediated Alleviation for Muscular Dystrophy; alpha7betagal myoblasts, beta-gal FDG fluorescence, 48 h; Potency, µM (highest dose often 38.3 µM), for the others: at the highest dose activation, actives largely listed as activators; actives 0.064% (n = 350,000); AID 624291, 2012;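 note: potency is the fitted concentration of half-maximal effect; 100% = response of the positive control SU9516; nearly all actives have a fitted effect of over 60% in size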
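alpha7betagal+/- myoblasts (passage 13, 250/well) treated 48 h at 37C with compounds at 1:260 dilution of DMSO stock. Lysed, then beta-galactosidase activity read as FDG fluorescence (ex 480/em 540) after 30 min, with pre-read for autofluorescence.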
TSHR antagonist – Antagonists of the Thyroid Stimulating Hormone Receptor: HTS campaign. actives 0.2% (n = 330,000). TSHR-expressing cells, TSH-stimulated cAMP HTRF, 2 h; stronger effect = lower value. AID 504810, 2011. activity change, negative = inhibition, % at 11.5 µM. Thyrotropin receptor (Homo sapiens), P16473;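 active = activity change below a set negative limit, meaning inhibition stronger than a set level, cut at about -70% in these data; inconclusive = activity change between two set negative limits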; note: % is set by controls: 0 for no effect and ±100 for the full control effect
Target sequence (P16473 whole entry, looked up): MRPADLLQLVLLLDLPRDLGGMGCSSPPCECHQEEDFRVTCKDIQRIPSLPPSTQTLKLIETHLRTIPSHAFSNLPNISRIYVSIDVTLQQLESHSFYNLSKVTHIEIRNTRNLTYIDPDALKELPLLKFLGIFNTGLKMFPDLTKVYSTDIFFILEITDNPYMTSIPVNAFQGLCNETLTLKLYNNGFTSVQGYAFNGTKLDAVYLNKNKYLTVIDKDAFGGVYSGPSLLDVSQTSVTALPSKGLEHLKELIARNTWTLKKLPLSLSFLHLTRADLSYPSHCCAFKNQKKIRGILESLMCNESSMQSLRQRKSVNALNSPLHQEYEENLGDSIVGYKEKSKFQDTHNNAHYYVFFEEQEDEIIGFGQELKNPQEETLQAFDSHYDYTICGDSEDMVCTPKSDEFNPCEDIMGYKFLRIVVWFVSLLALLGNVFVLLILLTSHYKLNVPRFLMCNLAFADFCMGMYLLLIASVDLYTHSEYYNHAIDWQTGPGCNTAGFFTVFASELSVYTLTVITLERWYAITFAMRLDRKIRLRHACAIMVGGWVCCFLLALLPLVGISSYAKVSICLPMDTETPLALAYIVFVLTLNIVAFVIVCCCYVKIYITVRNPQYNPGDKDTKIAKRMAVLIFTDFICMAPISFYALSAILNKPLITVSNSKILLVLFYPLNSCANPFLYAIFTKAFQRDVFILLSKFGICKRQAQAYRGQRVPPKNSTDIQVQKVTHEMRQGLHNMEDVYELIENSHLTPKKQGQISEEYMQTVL
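Read-out is FRET at 665 nm (cryptate excitation 337 nm) from a cryptate-tagged anti-cAMP antibody, competed by cell cAMP against cAMP-d2. Compounds are tested on freshly harvested TSHR cells challenged with 4nM TSH (EC80) for 2 hours at 37 deg C.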
Mito fusion act – qHTS Assay for Small Molecule Inhibitors of Mitochondrial Division or Activators of Mitochondrial Fusion; actives 0.23% (n = 320,000); S. cerevisiae fusion-defective mutant growth rescue, CellTiterGlo 48 h; Potency, µM (series often up to 46.1 µM), inactives show at the highest dose growth rescue (activation), most hits filed as activators;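 note: potency is the fitted concentration of half-maximal effect; % of control where 0% means no effect; nearly all actives have a fitted effect of over 45% in size; temperature-sensitive fusion mutants such as fzo1-1 at 37 °C on non-fermentable ethanol glycerol medium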
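Read-out: ATP-based luminescence (CellTiterGlo, 10 min ambient) reporting growth of fusion-defective ts yeast after 48 hours at 37C on glycerol/ethanol YPEG medium in the presence of compound.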
Eya2 phos inh – qHTS Assay for Inhibitors of the Phosphatase Activity of Eya2. Protein phosphatase EYA2 (Homo sapiens), O00167. recombinant Eya2, OMFP fluorescence dephosphorylation (OMFP is methylfluorescein phosphate). Potency, µM (highest dose often 76.9 µM), without a hit: at the highest dose activity, negative = inhibition, usual class: inhibitors. actives 0.006% (n = 330,000). AID 488837, 2010; note: potency is the fitted concentration of half-maximal effect; % is set by controls: 0 for no effect and ±100 for the full control effect
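Eya2 protein (added as 0.2 uM solution) was preincubated with compound for 10 min at ambient temperature in 50 mM HEPES pH 7.5, 50 mM NaCl, 5 uM MgCl2, 0.05% BSA, 1 mM DTT. OMFP (added at 50 uM) then reacted 10 min; fluorescence read at 485/525 nm.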
Chronic BCR inh – qHTS Assay to Find Inhibitors of Chronic Active B-Cell Receptor Signaling; Potency, µM (top dose mostly 46.1 µM), without a hit: at the top dose ratio change, negative = lower green/red ratio, usual class: inhibitors; ABC-DLBCL IkBa-CBG/CBR reporter, luminescence ratio, 4 h; actives 0.05% (n = 340,000); active = well fitted inhibition curve with a large enough effect in the signal ratio, with a control signal flat, not every such curve was filed as active; inconclusive = small, poorly fitted or top-dose-only effect, or effect the other way, or a change in a side signal; the % refers to the signal ratio;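 note: potency is the fitted concentration of half-maximal effect; plate controls were basal doxycycline-induced cells for no effect and cells given 10 µM MG132 for full effect; MG132 reads +100%, hits lower the ratio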
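Cell line TMD8 (human ABC DLBCL), stably expressing tet-inducible CBG68-IkBa fusion and CBR; IMDM/0.5% FBS; cpd up to 46 uM; dox induction, 4 h, 37C/5% CO2; dual luminescence; green/red ratio; MG132 control.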
An asterisk follows results filed as active; [ ] = dose if it differs, or a comment. Unless noted, calls come from the whole dose curve; as a rule, active = well fitted curve in the direction sought with a large enough effect; inconclusive = small, poorly fitted or top-dose-only effect, or another doubt; inactive = no such curve, though single readings can be large; an effect the other way counts as inactive or inconclusive. Some of the compounds tested; the hit share may differ from the screen's.

For CCc1cccc(NC(=O)CN2C(=O)CN=C(c3ccccc3F)c3cc(Cl)ccc32)c1 the results were Chronic BCR inh inconclusive.
`Cc1ccc(-n2c(/C=C/c3ccccc3)nc3ccccc3c2=O)cc1Cl` gave Chronic BCR inh 1%.
`O=C(c1ccc2c(c1)N(Cc1ccc(F)cc1)C(=O)c1ccccc1S2)N1CCC2(CC1)OCCO2` gave Chronic BCR inh 6%.
Screening COc1cc(NS(=O)(=O)c2cc(Br)cc3c2N(C(=O)C2CC2)CC3)cc(OC)c1 returned Chronic BCR inh inconclusive.
For O=C(Nc1ccc2c(c1)OCO2)c1cccn(Cc2ccccc2)c1=O the results were Chronic BCR inh -1%.
For Cc1cccc(Cn2cccc(C(=O)Nc3nnc(C)s3)c2=O)c1 the results were Chronic BCR inh inconclusive.
`O=c1c2ccccc2nc(/C=C/c2cccc3ccccc23)n1-c1ccccc1Cl` gave Chronic BCR inh -4%.
Cc1cccc(Cn2cccc(C(=O)Nc3ccc4c(c3)OCCO4)c2=O)c1 was read as Chronic BCR inh inconclusive.
`Cc1cccc(CN2C(=O)CN=C(c3ccccc3Cl)c3cc(Cl)ccc32)c1` gave Chronic BCR inh inconclusive.
Screening Cc1ccc(CN2C(=O)c3ccccc3Sc3ccc(C(=O)N4CCC5(CC4)OCCO5)cc32)cc1 returned Chronic BCR inh 0%.
Cc1ccc(Cn2cccc(C(=O)Nc3cc(C)on3)c2=O)cc1 was read as Chronic BCR inh inconclusive.
`Cc1ccccc1CN1C(=O)C(C)N=C(c2ccccc2)c2ccccc21` (stereo not drawn) gave Chronic BCR inh 11%.
Cc1ccc(-n2c(/C=C/c3cc(Br)cs3)nc3ccccc3c2=O)cc1 was read as Chronic BCR inh -10%.
`COc1ccc(C)cc1NC(=O)c1cccn(Cc2cccc([N+](=O)[O-])c2)c1=O` gave Chronic BCR inh 2%.
NC(=O)c1ccc(NC(=O)c2cccn(Cc3ccccc3)c2=O)cc1 was read as Chronic BCR inh 11%.

3 structures from above, arranged by count of non-hydrogen atoms, ascending:
For O=C(Nc1ccc2c(c1)OCO2)c1cccn(Cc2ccccc2)c1=O the results were Chronic BCR inh -1%.
`Cc1ccc(-n2c(/C=C/c3ccccc3)nc3ccccc3c2=O)cc1Cl` gave Chronic BCR inh 1%.
Screening COc1cc(NS(=O)(=O)c2cc(Br)cc3c2N(C(=O)C2CC2)CC3)cc(OC)c1 returned Chronic BCR inh inconclusive.

The list continues.
For COc1ccc(NC(=O)CN2C(=O)C(C)N=C(c3ccccc3F)c3cc(Cl)ccc32)c(OC)c1 (stereo not drawn) the results were Chronic BCR inh inconclusive.
For Cc1ccc(Cl)cc1N1CCN(C(=O)C2CCN(S(=O)(=O)c3ccc4c(c3)oc(=O)n4C)CC2)CC1 the results were Chronic BCR inh inconclusive.
O=C(Nc1nc2ccccc2s1)c1cccn(Cc2ccccc2)c1=O was read as Chronic BCR inh 20%.
For C[C@H]1CN([C@@H](C)CO)C(=O)CCCn2nncc2CO[C@H]1CN(C)C(=O)Oc1ccccc1 the results were a7 integrin act 23%.
For CCOC(=O)c1cccc(C2=C(CNC(C)=O)[C@H]3CC[C@@H](C2)N3Cc2ccccc2)c1 the results were a7 integrin act 12%.
For C[C@H](CO)N1C[C@H](C)[C@@H](CN(C)C(=O)Oc2cccc3ccccc23)OCc2cn(nn2)CCCC1=O the results were a7 integrin act -4%.
Screening O=C(NCC1=C(c2ccc3ccccc3c2)C[C@@H]2CC[C@H]1N2Cc1ccco1)c1ccncc1 returned a7 integrin act -37%[inhibitor].
`Cc1ccc(OC(=O)N(C)C[C@@H]2OCc3cnnn3CCCC(=O)N([C@H](C)CO)C[C@H]2C)cc1` gave a7 integrin act -5%.
`COc1ccccc1CNCCc1cccc(Cl)c1` gave a7 integrin act -54%[inhibitor].
For c1coc(CN2Cc3ccccc3-n3nncc3C2)c1 the results were a7 integrin act 11%.
`Cc1ncoc1C(=O)NCC1=C(c2ccc(S(C)(=O)=O)cc2)C[C@@H]2CC[C@H]1N2Cc1ccco1` gave a7 integrin act -13%.
Screening CC1=CP(=O)(Oc2ccc([N+](=O)[O-])cc2)CC1 (stereo not drawn) returned a7 integrin act 12%.
`Cc1ccc(-n2c(=S)[nH]c3ccccc3c2=O)cc1C` gave a7 integrin act -29%.
Screening C[C@@H]1CN([C@@H](C)CO)C(=O)CCCn2cc(nn2)CO[C@H]1CN(C)C(=O)Oc1ccc2ccccc2c1 returned a7 integrin act 21%.
Screening C[C@@H]1CN([C@@H](C)CO)C(=O)CCCn2nncc2CO[C@@H]1CN(C)C(=O)Oc1ccccc1 returned a7 integrin act -4%.
Screening O=S(=O)(c1cccc(C(F)(F)F)c1)N1Cc2ccccc2-n2nncc2C1 returned a7 integrin act -6%.
Clc1ccccc1CNCCc1c[nH]c2ccccc12 was read as a7 integrin act -18%.
For CC(C)(C)NC(=S)N1Cc2ccccc2-n2nncc2C1 the results were a7 integrin act 10%.
For C[C@@H]1CN([C@H](C)CO)C(=O)CCCn2cc(nn2)CO[C@H]1CN(C)C(=O)Oc1cccc2ccccc12 the results were a7 integrin act -5%.
NN=C1C(Cl)=C(Cl)C(Cl)=C1Cl was read as a7 integrin act 18%.
N#Cc1ccc(CN2Cc3ccccc3-n3nncc3C2)cc1 was read as a7 integrin act 4%.
`COc1ccc(OC(=O)N(C)C[C@@H]2OCc3ccccc3-c3c(n(C)c4ccccc34)C(=O)N([C@H](C)CO)C[C@@H]2C)cc1` gave a7 integrin act -31%.
For CCCC1(CC(C)CC)C(=O)NC(=O)NC1=O (stereo not drawn) the results were a7 integrin act 2%.
`COC(=O)C1=C(c2ccc(OCc3ccccc3)cc2)C[C@@H]2CC[C@H]1N2C(=O)NCc1ccc(Cl)cc1` gave a7 integrin act 5%.
Screening C[C@]12CC[C@@H](O)CC1=CC(=O)C1C2CC[C@]2(C)C(=O)[C@H](O)CC12 (stereo partly drawn) returned a7 integrin act 10%.
COc1ccc(S(=O)(=O)N2Cc3ccccc3-n3nncc3C2)cc1 was read as a7 integrin act 11%.
`C[C@@H]1CN([C@@H](C)CO)C(=O)CCCn2nncc2CO[C@H]1CN(C)C(=O)Oc1ccccc1` gave a7 integrin act 4%.
`COC(=O)C1=C(c2ccc(OCc3ccccc3)cc2)C[C@@H]2CC[C@H]1N2C(=O)NCCCCc1ccccc1` gave a7 integrin act -13%.
Screening Fc1ccc(NC(=S)N2Cc3ccccc3-n3nncc3C2)cc1 returned a7 integrin act 12%.
Cc1ccc(OC(=O)N(C)C[C@H]2OCc3cnnn3CCCC(=O)N([C@H](C)CO)C[C@@H]2C)cc1 was read as a7 integrin act 15%.

Next part, starting with the last 2 of the part before.
Screening Fc1ccc(NC(=S)N2Cc3ccccc3-n3nncc3C2)cc1 returned a7 integrin act 12%.
Cc1ccc(OC(=O)N(C)C[C@H]2OCc3cnnn3CCCC(=O)N([C@H](C)CO)C[C@@H]2C)cc1 was read as a7 integrin act 15%.
Screening c1ccc(CN2Cc3ccccc3-n3nncc3C2)cc1 returned a7 integrin act 6%.
COCCNC(=S)N1Cc2ccccc2-n2nncc2C1 was read as a7 integrin act 9%.
COc1ccc(OC(=O)N(C)C[C@H]2OCc3cnnn3CCCC(=O)N([C@H](C)CO)C[C@H]2C)cc1 was read as a7 integrin act 17%.
For CN(c1ccc(O)cc1)c1ccc([N+](=O)[O-])c2nonc12 the results were a7 integrin act -14%.
`CCN1C(=O)CC(=O)N(CC)C1=S` gave a7 integrin act 16%.
C1=NCCCN2CCCCC12 (stereo not drawn) was read as a7 integrin act 4%.
Screening CS(=O)(=O)c1ccc(C2=C(CNC(=O)c3cccs3)[C@H]3CC[C@@H](C2)N3Cc2ccccc2)cc1 returned a7 integrin act -23%.
Screening CS(=O)(=O)c1ccc(C2=C(CNC(=O)c3ccncc3)[C@H]3CC[C@@H](C2)N3Cc2ccco2)cc1 returned a7 integrin act 2%.
Screening Cc1ncc(C(=O)O)n1C(C)c1ccccc1 (stereo not drawn) returned a7 integrin act -15%.
Screening CC(C)CN1Cc2ccccc2-n2nncc2C1 returned a7 integrin act -4%.
C[C@H](CO)N1C[C@H](C)[C@@H](CN(C)C(=O)Oc2ccc3ccccc3c2)OCc2cnnn2CCCC1=O was read as a7 integrin act 4%.
Screening Cc1cc(C)c(NC2=NCCS2)cc1C returned a7 integrin act 2%.
`COc1ccc(OC(=O)N(C)C[C@H]2OCc3cnnn3CCCC(=O)N([C@@H](C)CO)C[C@H]2C)cc1` gave a7 integrin act 3%.
`Cc1cc(C)c(C)c(C(O)(C(=O)O)c2ccccc2)c1` (stereo not drawn) gave a7 integrin act 9%.
`COC(=O)C1=C(c2ccc(OCc3ccccc3)cc2)C[C@@H]2CC[C@H]1N2C(=O)NCc1cccc(F)c1` gave a7 integrin act -33%.
For O=C(Nc1cc(Cl)cc(Cl)c1)N1Cc2ccccc2-n2nncc2C1 the results were a7 integrin act 5%.
O=C(Nc1cccc2ccccc12)N1Cc2ccccc2-n2nncc2C1 was read as a7 integrin act -4%.
Screening O=C(OCc1ccccc1)N1CCC2CC1c1cc(N3Cc4ccccc4-n4nncc4C3)ccc12 (stereo not drawn) returned a7 integrin act -1%.
Screening COc1ccc(NC(=O)c2sc3nc4c(cc3c2N)N2CCC4CC2)cc1OC returned Mito fusion act -9% and Chronic BCR inh -3%.
For CCn1cnc2c(Nc3cccc(Cl)c3)nc(N[C@@H]3CCCC[C@@H]3N)nc21 the results were TSHR antagonist -7, Mito fusion act -33%[inhibitor] and Eya2 phos inh -5%.
CCCN(CCC)[C@H]1CCc2c(F)ccc(O)c2C1 was read as TSHR antagonist -13, Mito fusion act 1% and Eya2 phos inh 3%.
For O=C1NCN(c2ccccc2)C12CCN(CC1COc3ccccc3O1)CC2 (stereo not drawn) the results were TSHR antagonist -19, Mito fusion act 21µM* and Eya2 phos inh 1%.
For O=C(Cc1ccc(Cl)c(Cl)c1)N1CCCCC1CN1CCCC1 (stereo not drawn) the results were TSHR antagonist -15, Mito fusion act 5% and Eya2 phos inh 1%.
Screening N[C@@H](Cn1ccc(=O)[nH]c1=O)C(=O)O returned TSHR antagonist -12, Mito fusion act -41%[inhibitor] and Eya2 phos inh 2%.
c1ccc2c(c1)[I+]c1ccccc1-2 was read as TSHR antagonist -37, Mito fusion act 0.29µM* and Eya2 phos inh -8%.
For COc1ccc2c(c1)C13CCCCC1C(C2)N(C)CC3 (stereo not drawn) the results were TSHR antagonist 8, Mito fusion act -30%[inhibitor] and Eya2 phos inh -8%.
Screening CC1(C(=O)O)C2CCC(O2)C1(C)C(=O)O (stereo not drawn) returned TSHR antagonist -18, Mito fusion act -67%[inhibitor] and Eya2 phos inh 1%.
`CCCC[N+]1(C)C2CC(OC(=O)[C@H](CO)c3ccccc3)CC1C1OC12` (stereo partly drawn) gave TSHR antagonist -13, Mito fusion act 2% and Eya2 phos inh 1%.
`NCCCP(=O)(O)O` gave TSHR antagonist -7, Mito fusion act -29% and Eya2 phos inh -5%.

Compound activity: PubChem BioAssay, National Center for Advancing Translational Sciences (NCATS)
